tim10-1 inh: growth inhibitors of tim10-1 mutant yeast, primary screen, luminescence, uHTS; S. cerevisiae tim10-1 ts strain growth, BacTiter-Glo, 24 h; AID 463190, 2010; inhibition, % at 20 µM; 330,000 tested, 2.2% active;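 active = inhibition of at least 40%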;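 note: mutant grown at 25 °C; 0% = DMSO wells with yeast and 100% = wells holding no yeast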
mIAP activ: activators of mouse IAP, primary screen, biochemical, luminescence, uHTS; intestinal alkaline phosphatase [Mus musculus]; muIAP, CDP-Star luminescence, 30 min; active compounds read high; 1 = vehicle-only enzyme signal, 0 = enzyme-free wells; activation factor at 10 µM; 330,000 tested, 0.24% active; AID 2805, 2010;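 active = activation factor of at least 2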; note: the source names both 10 and 20 µM as test concentration; values of inactives mirror those of a sister screen read the other way
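System: Mouse IAP enzyme | Also added: CDP-Star substrate | Dosing: Compounds dispensed in DMSO | Schedule: 30 min enzyme-substrate-compound incubation at room temperature | Technique: Chemiluminescence readout | Control set: DMSO-only wells and no-enzyme negative control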
Apaf-1 inh: inhibitors of human Apaf-1 apoptosome, primary screen, biochemical, DEVD-Rh110 fluorescence, uHTS; AID 489030, 2010; 330,000 tested, 0.71% active; reconstituted apoptosome caspase-3 activity; Apoptotic protease-activating factor 1 (Homo sapiens), O14727; inhibition, % at 20 µM; active = inhibition of at least 40% at 20 µM;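 note: plate controls were DMSO wells for no effect and DEVD-CHO caspase inhibitor wells for full effect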
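System: Apoptosome proteins | Medium: Hepes pH 7.5 with detergent and BSA | Also added: Cytochrome c trigger plus (Z-DEVD)2-Rh110 caspase-3 substrate | Incubation: 30 min compound preincubation, 50 min activation, room temperature | Detection: Rhodamine 110 fluorescence at Ex 480/Em 540 nm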
hIAP block: human IAP inhibitors, primary screen, biochemical, luminescence, uHTS; AID 2544, 2010; 330,000 tested, 0.12% active; purified IAP, CDP-Star luminescence, 30 min; inhibition, % at 10 µM; Intestinal-type alkaline phosphatase (Homo sapiens), P09923;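 active = inhibition reaching a set limit with compound at 10 µM in the primary screen, cut at about 35% in these data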;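 note: plate controls were DMSO wells with enzyme for no effect and no-enzyme buffer wells for full effect; values of inactives mirror those of a sister screen read the other way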
Target sequence (P09923 whole entry, looked up): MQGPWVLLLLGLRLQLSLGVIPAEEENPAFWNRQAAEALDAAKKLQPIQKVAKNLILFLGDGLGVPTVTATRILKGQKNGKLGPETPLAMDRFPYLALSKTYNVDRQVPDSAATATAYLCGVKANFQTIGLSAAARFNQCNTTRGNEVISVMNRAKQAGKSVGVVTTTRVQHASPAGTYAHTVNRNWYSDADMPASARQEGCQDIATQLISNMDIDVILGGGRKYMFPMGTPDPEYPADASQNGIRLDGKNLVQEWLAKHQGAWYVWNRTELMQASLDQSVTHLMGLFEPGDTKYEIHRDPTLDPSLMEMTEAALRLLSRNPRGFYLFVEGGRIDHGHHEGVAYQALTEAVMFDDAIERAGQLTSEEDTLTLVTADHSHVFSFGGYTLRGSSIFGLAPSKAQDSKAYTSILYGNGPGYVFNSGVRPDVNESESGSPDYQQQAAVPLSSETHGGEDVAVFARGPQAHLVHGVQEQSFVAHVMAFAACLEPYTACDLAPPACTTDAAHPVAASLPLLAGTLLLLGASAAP
ATG4B inh: ATG4B protease inhibitors, primary screen, biochemical, fluorescence, uHTS. AID 504462, 2011. 340,000 tested, 0.51% active. inhibition, % at 8.33 µM. ATG4B cleavage of LC3-PLA2, NBD-HPC fluorescence, 1 h. Cysteine protease ATG4B (Homo sapiens), Q9Y4P1; in the data active = inhibition above about 40%
Target sequence (Q9Y4P1 whole entry, looked up): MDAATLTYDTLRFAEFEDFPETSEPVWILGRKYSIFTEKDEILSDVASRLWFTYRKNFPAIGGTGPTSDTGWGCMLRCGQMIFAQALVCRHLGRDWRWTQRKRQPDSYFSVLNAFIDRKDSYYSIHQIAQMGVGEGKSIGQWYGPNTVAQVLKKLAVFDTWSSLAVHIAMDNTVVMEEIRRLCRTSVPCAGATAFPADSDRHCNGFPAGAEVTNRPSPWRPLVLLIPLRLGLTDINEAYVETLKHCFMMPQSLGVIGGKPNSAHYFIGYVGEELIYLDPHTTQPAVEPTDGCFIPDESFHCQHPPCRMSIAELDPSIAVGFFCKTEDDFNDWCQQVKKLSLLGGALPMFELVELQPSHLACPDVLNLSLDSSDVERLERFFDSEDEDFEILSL
hIAP act: human IAP activators, primary screen, biochemical, luminescence, uHTS; purified human IAP, CDP-Star luminescence, 30 min; active compounds read high; 1 = vehicle-only enzyme, 0 = enzyme-free background; 330,000 tested, 0.16% active; activation factor at 10 µM;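 active = activation factor of the enzyme at least 2-fold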; note: the source names both 10 and 20 µM as test concentration; values of inactives mirror those of a sister screen read the other way
NLRP3 yeast inh: NALP3 inflammasome inhibitors in reconstituted yeast, primary screen, luminescence, uHTS. Yeast reconstituted NLRP3/ASC/caspase-1, beta-gal luminescence, 24 h. inhibition, % at 10 µM. 330,000 tested, 0.39% active;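 active = inhibition of 50% or more; inactive = inhibition below 50%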;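 note: plate controls were induced DMSO wells for no effect and uninduced yeast grown without galactose for full effect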
TIM10 inh: growth inhibitors of isogenic TIM10 control yeast, primary screen, counter-screen for tim10-1 yeast inhibitor project, luminescence, uHTS. inhibition, % at 10 µM. S. cerevisiae TIM10 strain growth, BacTiter-Glo luminescence, 24 h. 330,000 tested, 1.4% active;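 active = inhibition of 40% or more at the single tested concentration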;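 note: wild-type TIM10 isogenic control strain grown at permissive 25 °C; 0% = DMSO yeast wells and 100% = minimal medium wells without yeast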
mIAP inh: inhibitors of mouse IAP, primary screen, biochemical, luminescence, uHTS; intestinal alkaline phosphatase [Mus musculus]; purified mouse IAP, CDP-Star luminescence, 30 min; inhibition, % at 10 µM; 330,000 tested, 0.2% active; AID 2806, 2010;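 active = inhibition of at least 40% at 10 µM in the primary screen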;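 note: plate controls were DMSO with enzyme for no effect and no enzyme wells for full effect; values of inactives mirror those of a sister screen read the other way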
* = called active by the depositor. Only part of the results is shown; rates above refer to the full screens.

SMILES | tim10-1 inh | mIAP activ | Apaf-1 inh | hIAP block | ATG4B inh | hIAP act | NLRP3 yeast inh | TIM10 inh | mIAP inh
COC(=O)C1=C(c2c(C)noc2C)C[C@@H]2CC[C@H]1N2C(=O)NCCOc1ccccc1Cl | 12 | 0.92 | -1 | -12 | 1 | 1.1 | -2 | 4 | 8
CSc1ccccc1C(=O)C1CCCN(Cc2ccccn2)C1 (stereo not drawn) | 17 | 0.95 | -2 | -1 | 5 | 1 | -1 | 7 | 5
CCCCn1c(O)c(C(CC)=NCCCn2ccnc2)c(=O)[nH]c1=O | -1 | 1 | -7 | -20 | 4 | 1.2 | 4 | -14 | -2
Cc1ccc(C2(O)CC(C)N(C)CC2C)cc1 (stereo not drawn) | 0 | 1.1 | 0 | -10 | 11 | 1.1 | 12 | 2 | -6
COc1cccc(-n2c(=S)[nH]c3ccccc3c2=O)c1 | 12 | 0.99 | 2 | -8 | -8 | 1.1 | 2 | -18 | 0
CC(=O)OC1N=C(c2ccccc2)c2cc(C)ccc2NC1=O (stereo not drawn) | 5 | 1 | -2 | 1 | 2 | 0.99 | 16 | 6 | 0
COc1cc(C=C2C(=O)NC(=O)NC2=O)ccc1O | 4 | 1 | 0 | 9 | -1 | 0.91 | 0 | 94* | 0
CCC(C)N1C(=O)/C(=C\c2cnc(N(C)C)nc2)C(=O)NC1=S (stereo not drawn) | 20 | 0.89 | 18 | -13 | -9 | 1.1 | 6 | 2 | 11
O=c1[nH]c(=S)n(C2CC2)c(O)c1C=NCc1ccc(F)cc1 | -3 | 0.87 | -5 | -4 | 2 | 1 | 8 | 8 | 13
COc1cc(O)cc2c1C(=O)OC(C)CCCC(=O)CCC/C=C\2 (stereo not drawn) | 14 | 0.96 | 5 | 12 | -2 | 0.88 | 24 | -1 | 4
COCCCn1c(N)c(C(=O)NCc2ccco2)c2nc3ccccc3nc21 | 16 | 1 | 95* | -69 | -7 | 1.7 | 10 | -4 | -1
CCCC/C(=N/O)c1c(C)[nH]c2ccccc12 | 29 | 0.99 | 5 | 6 | 1 | 0.94 | -3 | 29 | 1
CCOP(=O)(OCC)C(NC(=O)c1ccccc1)C(Cl)(Cl)Cl (stereo not drawn) | 14 | 0.88 | -22 | -11 | -8 | 1.1 | 3 | -1 | 12
CC[C@@]1(O)C(=O)OCc2c1cc1n(c2=O)Cc2cc3c(NC(=O)CN)cccc3nc2-1 | 0 | 0.94 | 4 | -2 | 2 | 1 | 24 | 3 | 6
CC(C)N1CCN(Cc2cccc([N+](=O)[O-])c2)CC1 | -8 | 1 | 0 | -7 | -6 | 1.1 | 13 | 1 | -3
CC(=O)Nc1nc(CCl)cs1 | 5 | 1.1 | 6 | 1 | -3 | 0.99 | 14 | -5 | -9
CN(C)CCSC1c2ccccc2CSc2ccccc21 (stereo not drawn) | 17 | 0.98 | -14 | 2 | 0 | 0.97 | 11 | 12 | 2
COc1ccc(Cn2c(O)c(/C=N/NC(=O)c3ccccc3)c(=O)[nH]c2=O)cc1 | 7 | 0.81 | 4 | -8 | 6 | 1.1 | 18 | 9 | 19
CCCCc1ccc(NC2=NCCCS2)cc1 | 21 | 1.1 | 4 | 12 | 1 | 0.88 | 32 | 5 | -6
CCC1(CCc2ccncc2)C(=O)NC(=O)NC1=O | 10 | 0.96 | 12 | 0 | -8 | 1 | 12 | 6 | 4
C[n+]1c(-c2ccccc2)cc(CCCCc2cc(-c3ccccc3)[n+](C)c(-c3ccccc3)c2)cc1-c1ccccc1 | 14 | 0.83 | 15 | 27 | 0 | 0.73 | 5 | -9 | 17
C1CCCN(C2CCNCC2)CC1 | -23 | 0.9 | -6 | 2 | -5 | 0.98 | 23 | -12 | 10
CN(C(=O)c1ccco1)C1(c2ccccc2Cl)CCCCC1=O (stereo not drawn) | 18 | 0.97 | -5 | -2 | -2 | 1 | 5 | -9 | 2
CN1CCCN(C(=O)COc2ccc(F)cc2Cl)CC1 | -7 | 0.96 | 4 | -18 | -8 | 1.2 | 14 | 4 | 4
CN(C)C1(c2nnnn2-c2ccc(Cl)cc2)CCCCC1 | 36 | 1.1 | 8 | -35 | -4 | 1.3 | -13 | 4 | -14

Reprinted from the results shown, two compounds:
SMILES | tim10-1 inh | mIAP activ | Apaf-1 inh | hIAP block | ATG4B inh | hIAP act | NLRP3 yeast inh | TIM10 inh | mIAP inh
O=c1[nH]c(=S)n(C2CC2)c(O)c1C=NCc1ccc(F)cc1 | -3 | 0.87 | -5 | -4 | 2 | 1 | 8 | 8 | 13
COc1cc(O)cc2c1C(=O)OC(C)CCCC(=O)CCC/C=C\2 (stereo not drawn) | 14 | 0.96 | 5 | 12 | -2 | 0.88 | 24 | -1 | 4

Single records, as listed above. Screens in order: tim10-1 inh	mIAP activ	Apaf-1 inh	hIAP block	ATG4B inh	hIAP act	NLRP3 yeast inh	TIM10 inh	mIAP inh
COc1cc(C=C2C(=O)NC(=O)NC2=O)ccc1O as listed: 4	1	0	9	-1	0.91	0	94*	0
CN1CCCN(C(=O)COc2ccc(F)cc2Cl)CC1 as listed: -7	0.96	4	-18	-8	1.2	14	4	4
COc1cc(O)cc2c1C(=O)OC(C)CCCC(=O)CCC/C=C\2 (stereo not drawn) as listed: 14	0.96	5	12	-2	0.88	24	-1	4

The listing picks up, starting five compounds before the break.
SMILES | tim10-1 inh | mIAP activ | Apaf-1 inh | hIAP block | ATG4B inh | hIAP act | NLRP3 yeast inh | TIM10 inh | mIAP inh
C[n+]1c(-c2ccccc2)cc(CCCCc2cc(-c3ccccc3)[n+](C)c(-c3ccccc3)c2)cc1-c1ccccc1 | 14 | 0.83 | 15 | 27 | 0 | 0.73 | 5 | -9 | 17
C1CCCN(C2CCNCC2)CC1 | -23 | 0.9 | -6 | 2 | -5 | 0.98 | 23 | -12 | 10
CN(C(=O)c1ccco1)C1(c2ccccc2Cl)CCCCC1=O (stereo not drawn) | 18 | 0.97 | -5 | -2 | -2 | 1 | 5 | -9 | 2
CN1CCCN(C(=O)COc2ccc(F)cc2Cl)CC1 | -7 | 0.96 | 4 | -18 | -8 | 1.2 | 14 | 4 | 4
CN(C)C1(c2nnnn2-c2ccc(Cl)cc2)CCCCC1 | 36 | 1.1 | 8 | -35 | -4 | 1.3 | -13 | 4 | -14
FC(F)(F)c1ccccc1CCN1CCNCC1 | 12 | 1 | 5 | 2 | -5 | 0.98 | 20 | -3 | -5
COC(=O)C1=C(c2ccccc2)C[C@@H]2CC[C@H]1N2C(=O)N1CCC(O)CC1 | 12 | 1.1 | 1 | -9 | -1 | 1.1 | 11 | 8 | -9
Cc1ccccc1-n1c(O)c(/C=C2/C(c3ccccc3)=Nc3ccccc32)c(=O)[nH]c1=O | -90 | 0.85 | 4 | 17 | 4 | 0.83 | 39 | -16 | 15
CN(C)c1ccc(/C=C2\C(=O)NC(=O)N(Cc3ccc(F)cc3)C2=O)cc1 | 14 | 0.91 | -2 | 10 | -8 | 0.9 | 5 | 6 | 9
O=c1[nH]c(O)c(N=Nc2ccc3c(c2)OCCO3)c(=O)[nH]1 | 17 | 0.97 | -1 | 0 | 3 | 1 | 18 | -5 | 3
CCN(CC)c1ccccc1 | 12 | 1.1 | 7 | -7 | 3 | 1.1 | 4 | 2 | -9
Cc1sc2c(c1C)C(c1cccs1)=NCC(=O)N2CC(=O)NCc1cccs1 | 12 | 0.84 | 13 | 12 | 0 | 0.88 | 20 | 5 | 16
CCC/C(=N\O)c1c[nH]c2ccccc12 | 1 | 0.98 | -1 | -5 | 4 | 1.1 | 18 | 8 | 2
O=Cc1c(C(=O)O)n(Cc2ccccc2Cl)c2ccccc12 | 11 | 1.1 | 19 | -9 | 1 | 1.1 | 1 | 4 | -10
Cc1ccc(/C=C2\C(=O)NC(=S)N(c3ccc(F)cc3)C2=O)o1 | 9 | 0.9 | 7 | 19 | 5 | 0.81 | 23 | 1 | 10
Cn1c(O)c(C=Nc2ccc(Cl)cc2)c(=O)n(C)c1=O | 29 | 0.95 | 4 | -6 | -10 | 1.1 | 3 | -5 | 4
O=C(c1cc(-c2cccnc2)nc2ccccc12)N1CCC2(CC1)OCCO2 | 7 | 0.94 | -11 | 13 | -9 | 0.87 | 6 | -13 | 6
Cc1cc(C(=O)CS(=O)(=O)c2ccccc2)cc(C)c1OC(=O)N(C)C | -7 | 0.88 | 12 | -1 | -7 | 1 | 8 | -9 | 12
COC(=O)C(O)(c1ccc(N(C)C(=O)COc2ccccc2)cc1)C(F)(F)F (stereo not drawn) | 22 | 1 | -5 | -2 | 0 | 1 | -4 | -22 | -2
Cc1ccc(N2C(=O)/C(=C/N3CCN(C(=O)c4ccco4)CC3)C(=O)NC2=S)cc1C | 4 | 0.91 | 2 | -1 | 5 | 1 | 8 | 4 | 9
CC(=O)N1CC(=O)Nc2ccc(C)cc2C1c1ccccc1 (stereo not drawn) | -5 | 0.99 | 1 | 8 | -3 | 0.92 | 12 | 11 | 0
COc1ccc(Br)cc1CN1CCN(C(=O)Cc2ccccc2)CC1 | 9 | 1 | 11 | -8 | 2 | 1.1 | 2 | -1 | -3
CCCc1cc(=O)oc2cc(OCC(=O)N3C[C@H]4C[C@@H](C3)c3cccc(=O)n3C4)ccc12 | 3 | 1 | -7 | 14 | -21 | 0.86 | 6 | -3 | -2
COc1ccc(C2C(C#N)=C(N)Oc3c2c(=O)oc2ccccc32)cc1Cn1cc([N+](=O)[O-])cn1 (stereo not drawn) | 21 | 1 | 17 | 7 | -1 | 0.93 | 14 | -2 | -2
C=CCn1c(O)c(C(CC)=NCCc2c[nH]c3ccccc23)c(=O)[nH]c1=O | 17 | 1 | 0 | -10 | -11 | 1.1 | 11 | -2 | -4
COc1cc2c(C(=O)N3CCN(C)CC3)c(C)n(C)c2cc1Br | 7 | 1 | 0 | 1 | 8 | 0.99 | 16 | 1 | 0
CC1=C2C(=O)C3C(CC=C4CC(OC5OC(O)C(O)C(O)C5CO)CCC43C)C2CCC12OC1CC(C)CNC1C2C (stereo not drawn) | -40 | 0.98 | -12 | 0 | 3 | 1 | 32 | -46 | 2
CN1CCN(c2ccc([N+](=O)[O-])c(NCc3ccco3)c2)CC1 | -4 | 0.98 | 5 | 14 | -11 | 0.86 | 22 | -10 | 2
CN(C)C1=C(C#N)C(c2ccccc2)=NP(N(C)C)(N(C)C)=N1 | 8 | 0.98 | -12 | -3 | 7 | 1 | 7 | 8 | 2
C=CCn1c(O)c(C(C)=NCc2ccc3c(c2)OCO3)c(=O)[nH]c1=O | 17 | 1 | -25 | 6 | -9 | 0.94 | 10 | 17 | 0

Screening results (PubChem)
